PLK1 PBD block – PLK1 (human) polo-box domain binding inhibition. Potency, µM, inactives show max response, negative = inhibition, usual class: inhibitors. P53350. actives 2.8% (n = 360,000). Plk1 PBD binding of FITC phosphopeptide, fluorescence polarization; also: potency is read from the fitted curve at half-maximal effect; series mostly up to about 57 µM; % is scaled to controls: 0 for no effect and ±100 for the full control effect; nearly all actives have a fitted effect of over 65% in size
Target sequence (P53350 whole entry, looked up, the tested form may be a part): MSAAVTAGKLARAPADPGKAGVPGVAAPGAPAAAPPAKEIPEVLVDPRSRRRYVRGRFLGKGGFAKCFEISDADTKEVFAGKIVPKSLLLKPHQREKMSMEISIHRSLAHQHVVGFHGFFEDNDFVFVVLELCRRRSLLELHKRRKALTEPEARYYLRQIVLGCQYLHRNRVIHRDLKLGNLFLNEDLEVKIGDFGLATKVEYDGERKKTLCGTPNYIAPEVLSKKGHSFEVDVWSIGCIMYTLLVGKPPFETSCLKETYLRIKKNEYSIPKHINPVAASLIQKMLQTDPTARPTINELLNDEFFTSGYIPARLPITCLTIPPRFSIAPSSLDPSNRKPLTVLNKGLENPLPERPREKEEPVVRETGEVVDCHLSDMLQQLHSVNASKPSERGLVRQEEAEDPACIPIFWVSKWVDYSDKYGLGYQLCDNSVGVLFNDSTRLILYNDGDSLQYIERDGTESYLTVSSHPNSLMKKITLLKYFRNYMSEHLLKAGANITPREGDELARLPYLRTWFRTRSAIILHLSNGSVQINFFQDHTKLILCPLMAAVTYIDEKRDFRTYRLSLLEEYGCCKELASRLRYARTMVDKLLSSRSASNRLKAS
GLP1R ag – GLP-1 receptor (human) agonism. P43220. HEK293 GLP-1R CRE-luciferase, luminescence, 4-6 h; cells express a hypersensitive GLP-1R form. Potency, µM (highest dose often 45.6 µM), without a hit: top-dose activation, hits mostly activators. actives 0.007% (n = 380,000); also: potency is read from the fitted curve at half-maximal effect; % of control where 0% means no effect
GLP-1R inv ag – inverse agonists of human GLP-1 receptor; HEK293 GLP-1R CRE-luciferase, luminescence, 24 h; GLP-1R form is constitutively active; Potency, µM (top dose mostly 38.3 µM), for the others: at the highest dose activity change, negative = inhibition, hits mostly inhibitors; actives 1.6% (n = 410,000); AID 624417; also: potency is read from the fitted curve at half-maximal effect; % is scaled to controls: 0 for no effect and ±100 for the full control effect; nearly all actives have a fitted effect of over 55% in size
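Inverse agonists were sought by their lowering of basal cAMP reporter luciferase output in HEK293 cells stably carrying constitutively active human GLP-1R, after 24 h compound treatment.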
GLP1R cytotox – cytotoxicity in counter-screen for GLP-1R inverse agonists | Potency, µM (highest dose often 38.3 µM), inactives show at the highest dose activity change, negative = inhibition, usual class: inhibitors | actives 0.13% (n = 410,000) | HEK293 cAMP-luciferase reporter cells, luminescence, 24 h;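 also: loss of luciferase light is scored as toxicity; potency is read from the fitted curve at half-maximal effect; % is scaled to controls: 0 for no effect and ±100 for the full control effect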
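MLSMR compounds, 24 hr on cells at 37 deg C/5% CO2; luminescence after luciferase reagent (12 min RT). Inhibition counted as the undesired cytotoxic outcome.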
D3 ag – D3 dopamine receptor (human) agonism | P35462 | D3R DiscoveRx beta-arrestin cells, luminescence, 90 min | max activation, % | actives 0.58% (n = 410,000) | AID 652048; in the data active = max activation above about 30%; also: 0% is about no effect; mostly tested at two doses, the higher about 12 µM
Target sequence (P35462 whole entry, looked up): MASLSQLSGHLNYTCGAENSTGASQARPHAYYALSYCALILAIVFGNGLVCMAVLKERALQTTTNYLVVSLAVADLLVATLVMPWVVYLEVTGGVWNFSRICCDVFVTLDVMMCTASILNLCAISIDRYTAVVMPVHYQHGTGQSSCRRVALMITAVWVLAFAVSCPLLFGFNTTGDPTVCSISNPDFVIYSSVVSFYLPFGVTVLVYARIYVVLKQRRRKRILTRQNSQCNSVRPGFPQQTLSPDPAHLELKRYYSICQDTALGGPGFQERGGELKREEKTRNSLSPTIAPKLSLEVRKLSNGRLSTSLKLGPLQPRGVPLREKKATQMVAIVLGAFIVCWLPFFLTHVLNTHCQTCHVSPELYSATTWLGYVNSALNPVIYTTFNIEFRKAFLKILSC
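Agonist-mode cell screen: cells plated at 1500/well and incubated overnight at 37 °C, then exposed to library compounds for 90 min at 37 °C. Detection reagent was added for 30–60 min at room temperature, and luminescence was read.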
PI5P4K alpha inh – blocks human PI5P4K alpha kinase activity. P48426. PI5P4Kalpha enzyme, ADP-Glo luminescence, 60 min; hits give low values. max response, %. actives 1.2% (n = 330,000). AID 652105; active = max response of -50% or lower; inconclusive = between -30% and -50%; inactive = -30% or higher; also: value at the top dose of about 77 µM; % is scaled to controls: 0 for no effect and ±100 for the full control effect
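qHTS, 1536-well: enzyme/substrate mix, compound by pin tool, 5 microM ATP final; RT 60 min; ADP-Glo reagents 1 (45 min) then 2 (30 min); luminescence.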
IL-2 act – IL-2 activation; IL-2 activation reporter assay, cell-based qHTS; stimulated with anti-CD3/CD4/CD28 beads; in transgenic mouse T cells; activation, % (series mostly up to about 46 µM); actives 0.065% (n = 360,000); in the data active = activation above about 50%; inconclusive = mostly about 30% to 49%; also: 0% is about no effect
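Unstimulated transgenic mouse T cells; 60-min compound exposure; bead-based TCR/CD4/CD28 stimulation; 18 h culture, 37 degrees C; dual fluorescence (EGFP, DsRed) plate cytometry.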
WRN inhibitor – WRN helicase (human) inhibition; Q14191; WRN helicase unwinding, fluorescent forked duplex, kinetic; Potency, µM (series often up to 114 µM), for the others: at the top dose activity change, negative = inhibition, usual class: inhibitors; actives 0.46% (n = 360,000); also: potency is read from the fitted curve at half-maximal effect; % is scaled to controls: 0 for no effect and ±100 for the full control effect; nearly all actives have a fitted effect of over 55% in size
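Kinetic red-fluorescence monitoring (525/598 nm) tracks WRN helicase activity after 100 nM fluorophore-quencher forked duplex and 2 mM ATP are added to 20 nM enzyme pretreated 15 min at room temperature with compound.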
DRD3 antagonist – antagonists of human D3 dopamine receptor | P35462 | D3R cells, DiscoveRx beta-arrestin luminescence, antagonist mode; hits give low values | max response, negative = inhibition, % | actives 2.5% (n = 360,000); in the data active = max response below about -50%; inconclusive = no clear call, values can overlap the other calls; also: % is scaled to controls: 0 for no effect and ±100 for the full control effect; mostly tested at two doses, the higher about 12 µM
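Cells expressing the human receptor were seeded at 1500 cells/well, incubated overnight at 37 degrees C in 5% CO2, then exposed to library compounds with dopamine controls for 90 minutes at 37 degrees C before luminescent detection.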
* hit, by the source's call; ? = inconclusive; / = no result given; & = joins results of further samples; [ ] = dose if it differs, or a comment. Unless noted, calls follow the shape of the dose curve; as a rule, active = well fitted curve in the direction sought with a large enough effect; inconclusive = small, poorly fitted or top-dose-only effect, or another doubt; inactive = no such curve, though single readings can be large; an effect the other way counts as inactive or inconclusive.

1	Cc1cccc(NC(=S)N(Cc2cccs2)Cc2cc3cc(C)cc(C)c3[nH]c2=O)c1
2	CCOC(=O)[C@]12CCC=C1N(Cc1ccccc1)C(=O)[C@H](CC(=O)N1CCOCC1)C2
3	CC(C)Sc1nc2sc3c(c2c2nnc(SCC(=O)NCc4ccco4)n12)CCCC3
4	COC(=O)c1cc(Cl)cc2c(C)c(C3(O)CCCCC3)[nH]c12
5	COc1ccc(C(=O)N2CCN(S(=O)(=O)c3ccc(C)cc3)CC2)cc1S(=O)(=O)N1CCOCC1
compound no.,1,2,3,4,5
PLK1 PBD block,4%,-2%,-9%,4%,-8%
GLP1R ag,1%,-4%,0%,16%,7%
GLP-1R inv ag,0%,26%,?,7.1µM*,9%
GLP1R cytotox,-22%,5%,-10%,8%,6%
D3 ag,-15,1,2,4,6
PI5P4K alpha inh,5,1,?,26,3
IL-2 act,-5.6,-0.6,1.4,-1.2,0.2
WRN inhibitor,6%,-9%,-13%[11.6 µM],-10%,-1%
DRD3 antagonist,-6,24,-2,42,18

6	Nc1nc(Cl)cc(N2CCC(c3cc(-c4ccc(Cl)cc4)n[nH]3)CC2)n1
7	CCOc1ccc2nc(NC(=O)CN3CCN(CC)CC3)sc2c1
8	O=C(COc1cc(F)ccc1[N+](=O)[O-])Nc1cccc(Br)c1
9	Cc1ccc(NC(=O)C2CCCN(S(=O)(=O)c3c(C)n[nH]c3C)C2)cc1C (configuration not stated)
10	COc1ccc(-c2ccc(/C=N/NC(=O)Cc3nnc(N)s3)o2)cc1Cl
compound no.,6,7,8,9,10
PLK1 PBD block,1%,-5%,-20%,/,-9%
GLP1R ag,-2%,1%,9%,2%,-4%
GLP-1R inv ag,-4%,?,-8%,?,11µM*
GLP1R cytotox,-26%,-8%,-8%,?,-44%
D3 ag,15,-1,-3,-11,3
PI5P4K alpha inh,/,1,7,/,-23
IL-2 act,-1.6,-1.2,0.1,/,0.5
WRN inhibitor,-16%,7%,-7%,/,-4%
DRD3 antagonist,34,?,-19,/,9

11	COc1ccc(OCC(=O)N2CCN(C(=O)c3cccc(OC)c3OC)CC2)cc1
12	Cc1ccc(NC(=O)C2C3C=CC4(O3)C2C(=O)N(CCCN2CCCCC2)C4C(=O)NC2CCCCC2)cc1Cl (configuration not stated)
13	COc1ccc2nc(SCCC(=O)O)cc(C)c2c1
14	COc1ccc(-c2noc(-c3ccccc3C(=O)Nc3cccnc3)n2)cc1
15	COc1ccc(/C=c2\s/c(=C(/C#N)C(=O)NCc3ccco3)n(-c3ccccc3)c2=O)cc1
compound no.,11,12,13,14,15
PLK1 PBD block,/,-13%,1%,-5%,-1%
GLP1R ag,-7%,1%,5%,-1%,2%
GLP-1R inv ag,-6%,?,9%,-8%,-19%
GLP1R cytotox,-4%,-10%,-10%,-14%,18%
D3 ag,4,-14,-5,2,5
PI5P4K alpha inh,/,3,-6,-4,0
IL-2 act,/,0.5,0.5,5.4,12
WRN inhibitor,/,4%,-4%,-20%,1%[57.1 µM]
DRD3 antagonist,/,?,-9,0,0

16	CSc1ccccc1NC(=O)CSCc1ccccc1Br
17	O=C(C1CC1)N1N=C(c2ccc(Cl)cc2)CC1(O)C(F)(F)F (configuration not stated)
18	COc1ccc(S(=O)(=O)N(C)C[C@H]2Oc3ccc(NC(=O)C4CCCCC4)cc3C(=O)N([C@H](C)CO)C[C@@H]2C)cc1
19	CC(=O)/C(C[N+]1(C)CCCCC1)=N\O
20	Cc1ccc(C(=O)NCc2ccc3c(c2)OCO3)c(Cl)c1
compound no.,16,17,18,19,20
PLK1 PBD block,-10%,-14%,-5%,?,-5%
GLP1R ag,24%,15%,7%,1%,4%
GLP-1R inv ag,0%,?,2%,13%,17%
GLP1R cytotox,34%[activator],-1%,7%,29%,4%
D3 ag,-7,-4,0,-3,-2
PI5P4K alpha inh,2,0,-3,2,5
IL-2 act,-5.2,-6.5,-0.3,-0.3,0.4
WRN inhibitor,-37%,2%,-1%,-4%,-13%
DRD3 antagonist,-28,-19,-5,-1,2

21	CCOC(=O)C1CCCN(C(=O)c2csc(-c3ccc4c(c3)CCO4)n2)C1 (configuration not stated)
22	COc1cccc(/C=C/C(=O)OC(C)C(=O)Nc2c(C)n(C)n(-c3ccccc3)c2=O)c1 (configuration not stated)
23	CC(C)NC(=O)CC(=O)N/N=C/c1c(F)cccc1Cl
24	CC(=O)OCc1c(C(F)(F)F)nn(C)c1Sc1ccccc1
25	CCSc1nc2ccccc2[nH]1
compound no.,21,22,23,24,25
PLK1 PBD block,0%,-8%,3%,-1%,-3%&-13%
GLP1R ag,20%,2%,3%,-1%,25%&4%
GLP-1R inv ag,?,1%,-1%,0%,7%&3%
GLP1R cytotox,15%,21%,-13%,-14%,3%&-8%
D3 ag,-16,-6,27,5,1&-8
PI5P4K alpha inh,-1,-1,0,3,/
IL-2 act,-3.0,2.9,-0.3,-1.8,-0.7&-1.4
WRN inhibitor,-9%,-6%,-4%,2%,-7%&-4%
DRD3 antagonist,-10,-18,20,-12,-13&-23

26	COc1ccc(Br)cc1CNC(=O)C1CCN(S(=O)(=O)N2CCCCC2)CC1
27	O=C(c1ccco1)N1CCN(C(=O)c2ccc(COc3ccc4c(c3)CCC4)o2)CC1
28	Cc1cc(CNCc2c(C(=O)N3CCCCCCC3)nc3ccc(Cl)cn23)nn1C
29	CN[C@H](C)C(=O)NC[C@H]1O[C@@H](n2ccc(N)nc2=O)[C@H](O)[C@@H]1O
30	COc1ccc(CC(=O)Nc2ccc3c(c2)OCO3)cc1S(=O)(=O)N1CCOCC1
compound no.,26,27,28,29,30
PLK1 PBD block,-5%,-17%,-9%,-27%,-8%
GLP1R ag,10%,-2%,-7%,4%,4%
GLP-1R inv ag,-30%,?,8%,5%,-11%
GLP1R cytotox,-3%,-19%,-5%,2%,-16%
D3 ag,-1,4,-12,2,2
PI5P4K alpha inh,/,-15,-2,-6,1
IL-2 act,-0.1,-0.4,-4.3,0.6,7.7
WRN inhibitor,3%,-5%[57.1 µM],4%,-3%,-1%
DRD3 antagonist,-25,52,-9,4,28

31	CNc1sc(C(=O)c2cccs2)c(N)c1-c1nc2ccccc2s1
32	CC1CC(C)CN(C(=O)Cn2cc(C=O)c3ccccc32)C1 (configuration not stated)
33	CCOc1ccccc1C1CC(=O)Nc2c1c(=O)n(C)c1ncnn21 (configuration not stated)
34	O=C(CN1CCSc2ccccc21)NCc1ccccc1F
35	COCCCn1cc(CN2CC(N3CCN(Cc4cccc(C)c4)CC3)CS2(=O)=O)nn1 (configuration not stated)
compound no.,31,32,33,34,35
PLK1 PBD block,-17%,-10%,/,/,-11%
GLP1R ag,3%,2%,-6%,-1%,7%
GLP-1R inv ag,?,-30%,13%,-23%,13%
GLP1R cytotox,?,-1%,5%,4%,0%
D3 ag,-7,1,-18,2,-6
PI5P4K alpha inh,1,4,/,/,0
IL-2 act,1.8,-0.4,/,/,0.8
WRN inhibitor,-28%,7%,/,/,4%
DRD3 antagonist,?,-17,/,/,0

36	Cc1ccc(S(=O)(=O)N(C)C[C@@H]2Oc3ccc(NC(=O)Nc4cccc5ccccc45)cc3C(=O)N([C@H](C)CO)C[C@H]2C)cc1
37	Cc1cccc(C)c1NC(=O)COC(=O)CCc1c[nH]c2ccccc12
38	CC(C)CN1CCC1(C)C(=O)Nc1ccc(OC(F)F)cc1 (configuration not stated)
39	COCc1cc(C)nc(SCC[N+](C)(C)CC(=O)Nc2cccc(C(F)(F)F)c2)c1C#N
40	COc1ccc(O)c(C(=O)c2cc(SCC(=O)O)c3nc4sc5c(c4c(=O)n3c2)CCCC5)c1
compound no.,36,37,38,39,40
PLK1 PBD block,2%,-11%,-1%,-13%,27µM*
GLP1R ag,-1%,-4%,-6%,-11%,6%
GLP-1R inv ag,?,11%,-21%,6%[0.307 µM],9%
GLP1R cytotox,6%,-2%,-5%,0%[0.307 µM],-11%
D3 ag,-3,-6,6,-16,2
PI5P4K alpha inh,-8,-6,1,10,?
IL-2 act,1.5,0.4,-0.7,0.3,3.6
WRN inhibitor,2%,7%,0%,-2%,25µM*
DRD3 antagonist,-19,-10,13,-24,-16

41	CCOc1ccccc1Nc1cc(C)nc2nnnn12
42	COc1cc(/C=C/C(=O)N2CCCC2)cc(OC)c1OC
43	CC1(C)CC(=O)C2=C(C1)OC(N)=C(C#N)C2CCc1ccccc1 (configuration not stated)
44	COc1ccc(CNC(=O)CSc2nnc3c(n2)[nH]c2ccc(F)cc23)cc1
45	COc1cccc2cc(C(=O)N3CCN(c4ncccn4)CC3)c(=O)oc12
compound no.,41,42,43,44,45
PLK1 PBD block,-8%,2%,-15%,-18%,-29%
GLP1R ag,7%,1%,-2%,2%,10%
GLP-1R inv ag,39%[activator],13%,7%,18%,7%
GLP1R cytotox,15%,3%,-10%,3%,-9%
D3 ag,-3,2,2,1,-7
PI5P4K alpha inh,-7,-5,4,-11,/
IL-2 act,5.9,0.6,-0.2,-2.4,-1.7
WRN inhibitor,1%,7%,-8%,?,-6%
DRD3 antagonist,-14,0,?,0,-11

46	CCCCC(=O)Nc1nnc(SCC(=O)Nc2ccc(OC)cc2)s1
47	O=C(Nc1ccc(S(=O)(=O)Nc2ncccn2)cc1)c1cccnc1
48	Cc1c(CCC(=O)O)c(=O)oc2cc(OCc3ccc(Br)cc3)ccc12
49	CC1CC(C)CN(C(=O)COC(=O)c2ccc3c(c2)OCCO3)C1 (configuration not stated)
50	CN(C)S(=O)(=O)c1ccc(NC(=O)CSc2ncnc3ccccc23)cc1
compound no.,46,47,48,49,50
PLK1 PBD block,-6%,-4%,?,4%,-21%
GLP1R ag,-10%,-4%,2%,22%,8%
GLP-1R inv ag,16%,8%,30%,?,?
GLP1R cytotox,-7%,-8%,4%,?,1%
D3 ag,0,0,17,4,-4
PI5P4K alpha inh,-1,2,-7,1,4
IL-2 act,-2.2,0.4,-1.5,-0.3,-2.8
WRN inhibitor,-34%,-5%,-5%[57.1 µM],6%,-7%
DRD3 antagonist,3,0,-14,35,30

Some entries already given, showing only GLP1R ag:
entry | structure | GLP1R ag
48 | Cc1c(CCC(=O)O)c(=O)oc2cc(OCc3ccc(Br)cc3)ccc12 | 2%
49 | CC1CC(C)CN(C(=O)COC(=O)c2ccc3c(c2)OCCO3)C1 (configuration not stated) | 22%
50 | CN(C)S(=O)(=O)c1ccc(NC(=O)CSc2ncnc3ccccc23)cc1 | 8%
